Compound activity from PubChem BioAssay.
CAL PDZ FP-1: inhibitors of human CAL PDZ peptide binding; Q9HD26; purified CAL PDZ, TMR-peptide fluorescence polarization, 1 h; inhibition, % at 20 µM; hit rate 0.02% among 330,000; AID 504414;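 active means highest replicate inhibition of at least 40%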;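 further: plate controls were DMSO neutral control wells for no effect and unlabeled competitor peptide control wells for full effect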
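Assay system – tagged CAL PDZ protein CerCALP, purified · Timing – 1 h at RT · Compound – single point, 20 µM · Measured by – fluorescence polarization from S- and P-plane intensities, G-factor corrected · Evaluation – inhibition from polarization loss · Probe or stimulus – TMR reporter peptide T*-PRC34 · Buffer or medium – pH 7.4 phosphate-saline buffer, reducing agent, detergent, IgG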
MITF TRPM1 HTS: MITF TRPM1 promoter activation in melanoma cells | SK-MEL-5 TRPM1-promoter luciferase, 24 h; % of positive control, neutral wells = 0 | activation, % at 12.5 µM | hit rate 0.75% among 300,000;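 active means mean activation of at least 80% with every replicate also reaching 80%; inconclusive means mean reaches 80% but some replicate falls short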;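 further: 0% = neutral control wells and 100% = parthenolide positive control wells; values of inactives mirror those of a sister screen read the other way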
cardiac RTF act: cardiac RTF calcium sensitization; hit rate 0.24% among 340,000; P19429+P45379; IANBD-labeled TnC RTF fluorescence at EC20 calcium; 0% EC20 calcium, 100% full calcium; activation, % at 7.2 µM;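 active means activation above the mean over all tested compounds plus 3 SD, cut at about 30% in these data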;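 further: rise in fluorescence read as greater calcium sensitivity of cardiac thin filaments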
CDK5 p35 inh: blocks human CDK5/p35 kinase activity; Recombinant CDK5/p35, ADP-Glo luminescence, 60 min; AID 488839; Q00535+Q15078; hit rate 0.01% among 330,000; inhibition, % at 10 µM;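 active means highest replicate inhibition of at least 50% and at least 75% of replicates reaching 50%; inconclusive means only one of the two criteria met; inactive means both criteria failed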;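 further: plate controls were DMSO neutral control for no effect and GW8510 at 10 µM for full effect; many of its hits are not listed in these tables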
Target sequence (Q00535 whole entry, looked up): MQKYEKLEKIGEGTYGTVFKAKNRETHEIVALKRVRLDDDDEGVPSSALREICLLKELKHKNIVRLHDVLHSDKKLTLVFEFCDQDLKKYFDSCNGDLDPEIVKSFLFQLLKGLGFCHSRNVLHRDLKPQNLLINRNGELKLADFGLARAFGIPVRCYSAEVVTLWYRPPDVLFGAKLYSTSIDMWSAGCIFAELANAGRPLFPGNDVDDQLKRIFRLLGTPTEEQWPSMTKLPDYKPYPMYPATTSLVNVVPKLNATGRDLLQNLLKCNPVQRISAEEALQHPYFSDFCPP
Target sequence (Q15078 whole entry, looked up): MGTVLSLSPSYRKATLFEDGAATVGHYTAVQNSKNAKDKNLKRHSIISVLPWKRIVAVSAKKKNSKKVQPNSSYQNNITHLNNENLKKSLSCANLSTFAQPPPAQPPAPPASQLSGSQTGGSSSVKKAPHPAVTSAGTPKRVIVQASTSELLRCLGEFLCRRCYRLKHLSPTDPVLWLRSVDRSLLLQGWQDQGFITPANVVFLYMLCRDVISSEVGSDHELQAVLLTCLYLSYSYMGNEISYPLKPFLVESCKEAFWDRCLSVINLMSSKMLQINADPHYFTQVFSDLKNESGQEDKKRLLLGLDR
dFosB act: mouse delta FosB homodimer activation. activation, % at 25 µM. purified delta FosB, TAMRA-CDK5 oligo fluorescence polarization; percent of positive-control signal above neutral wells. P13346. hit rate 0.99% among 340,000. AID 493131;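 active means mean activation above about 17%, with every replicate also reaching it, limit read from the data, passing the limit was not always enough; inconclusive means only one of the two conditions met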;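 further: fluorescence polarization rise as delta FosB binds a TAMRA Cdk5 AP-1 oligo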
Wnt act: Wnt/beta-catenin pathway activation; Wnt/beta-catenin reporter cell assay, activator, plate reader; activation, % at 9.35 µM; hit rate 1.2% among 300,000; in the data active means activation above about 30%, passing the limit was not always enough; inconclusive means no clear call, values can overlap the other calls;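 further: 0% = neutral control wells and 100% = positive control wells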
Tat transport: inhibitors of E. coli Tat protein transport; E. coli MC4100 TorA-mCherry Tat export, fluorescence; inhibition, % at 10 µM; hit rate 0.036% among 340,000; AID 488895;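 active means mean replicate inhibition at least 50% and at least half of replicates individually reaching 50%; inconclusive means only one of the two criteria met; inactive means neither criterion met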;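 further: exported cargo escapes ClpAP degradation while cytoplasmic cargo is degraded and loses fluorescence; 0% = median of neutral control wells and 100% = median of NaSCN control wells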
V-ATPase pHluor: regulators of yeast V-ATPase proton transport; S. cerevisiae, pHLuorin cytosolic pH fluorescence; response, % at 10 µM; hit rate 0.37% among 350,000; AID 504577; in the data active means response mostly above about 7.3%, no sharp cut-off; inactive means mostly below about 5.4%; further: actives read high; inactives centre near 0; some compounds called inactive have numbers as strong as hits; reference of the scale not given here
CAL PDZ FP-2: CAL PDZ (human) peptide binding inhibition; AID 602252; hit rate 0.92% among 300,000; inhibition, % at 24.9 µM; purified CAL PDZ, TMR-peptide fluorescence polarization, 1 h;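 active means mean inhibition of at least 30% with at least half of replicates also reaching 30%; inconclusive means no clear call, values can overlap the other calls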;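 further: 0% = DMSO neutral control and 100% = excess unlabeled competitor peptide PRC23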
Rtt109 Vps75: inhibitors of Candida albicans Rtt109/Vps75 histone acetyltransferase; Q5AAJ8; purified Rtt109/Vps75, ThioGlo CoA-SH fluorescence, 4 h; inhibition, % at 34.9 µM; hit rate 0.16% among 330,000; AID 540336;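 active means inhibition of at least 50% in every replicate; inconclusive means best replicate reaches 50% inhibition but some replicates fall short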
Target sequence (Q5AAJ8 whole entry, looked up): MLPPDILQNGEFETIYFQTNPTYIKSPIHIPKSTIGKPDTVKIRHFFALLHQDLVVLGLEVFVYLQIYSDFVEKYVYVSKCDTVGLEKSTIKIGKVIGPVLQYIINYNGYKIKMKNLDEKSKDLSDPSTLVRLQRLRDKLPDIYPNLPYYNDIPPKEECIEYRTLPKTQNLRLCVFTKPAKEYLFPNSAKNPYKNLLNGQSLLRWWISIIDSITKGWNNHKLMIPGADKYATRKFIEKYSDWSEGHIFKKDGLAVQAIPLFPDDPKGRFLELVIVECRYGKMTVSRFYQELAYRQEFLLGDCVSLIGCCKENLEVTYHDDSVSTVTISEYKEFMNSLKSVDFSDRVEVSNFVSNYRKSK
* = called active by the depositor; ? = inconclusive; . = not tested or not shown.

SMILES	CAL PDZ FP-1	MITF TRPM1 HTS	cardiac RTF act	CDK5 p35 inh	dFosB act	Wnt act	Tat transport	V-ATPase pHluor	CAL PDZ FP-2	Rtt109 Vps75
CCC(=O)Nc1ccc(C(=O)Nc2ccc3c(c2)OCO3)cc1	-0.9	21.9	1.4	-0.5	3.1	.	-3.6	-2.9	-1.9	2.6
C[C@@H]1CN([C@@H](C)CO)C(=O)c2cccc(NC(=O)Nc3ccc(F)cc3)c2O[C@@H]1CN(C)Cc1ccc(Oc2ccccc2)cc1	-0.7	-34.4	-0.1	-0.3	43.4*	13.5	11.6	2.8	-1.6	3.7
COc1ccc(S(=O)(=O)N2CCCCC2)cc1NC(=O)CCOc1cc(C)ccc1C	-2.1	-15.3	1.1	-1.5	-8.9	-2.0	-3.3	-1.4	-1.0	-1.6
O=C(NC1CC1)C1CCN(C2CCN(Cc3ccccc3C(F)(F)F)CC2)CC1	-1.7	1.5	4.0	-0.7	-0.3	-1.4	-3.3	2.8	-1.4	2.9
CC12CCC(=O)N1C(C(=O)Nc1ccccc1N1CCCCC1)CS2 (stereo unspecified)	-0.2	4.0	-0.1	-2.4	-4.3	-2.4	2.5	3.5	-6.0	18.1
Cn1cccc1/C=N/NC(=O)c1ccn[nH]1	-1.2	6.7	-3.9	-1.0	2.2	8.7	3.3	2.1	-1.9	3.9
O=C(O)CCC(=O)N1CCN(S(=O)(=O)c2ccc3ccccc3c2)CC1	-2.5	7.6	-2.0	-1.7	-6.2	0.5	-10.9	-3.9	-1.7	2.8
Cc1ccc(C)c(NC(=O)Cn2cnc3c(oc4ccccc43)c2=O)c1	-0.2	-13.6	2.3	-1.6	-0.5	0.1	-9.6	-0.8	-6.7	-3.7
Cc1ccc(-n2ncc3c2CCCC3NC(=O)c2ccoc2)cc1C (stereo unspecified)	-2.6	-19.7	-0.6	1.2	-9.8	-1.1	-6.2	1.2	-2.0	-5.8
FC(F)(F)c1nnc(-c2ccccc2)nc1Oc1ccccc1	-3.3	.	4.6	-2.9	-4.1	3.8	-6.9	-1.1	-3.1	-24.3
CCc1cccc(C)c1NC(=O)CSc1ncn[nH]1	-0.5	-6.9	-8.3	-1.7	-3.9	-4.7	-9.8	3.6	3.7	-5.1
CSCCC(NC(=O)c1ccccc1Cl)C(=O)Nc1cccc(S(=O)(=O)N2CCCC2)c1 (stereo unspecified)	0.1	7.0	-1.4	-2.8	-5.6	-2.4	7.8	6.5	-0.4	5.0
COc1ccc(-c2c(NC(=O)c3ccco3)oc3ccccc3c2=O)cc1	-1.1	-0.9	4.2	-6.5	-7.2	-1.0	3.5	-1.3	.	6.1
O=S(=O)(N1CCOCC1)N1CCOCC1	-1.4	.	1.9	-0.2	0.3	0.0	-5.6	1.4	3.0	1.3
COc1cc(OC)c(OC)cc1CNC(=O)c1ccc(S(=O)(=O)N2CCCCC2)cc1	0.0	-13.5	-1.8	0.3	-2.2	-4.8	-3.9	2.4	.	9.7
Cc1ccc(NC2CCCN(C(=O)c3c(C)noc3C)C2)cc1C (stereo unspecified)	0.2	-3.2	-0.6	0.1	-2.0	-0.8	2.2	0.8	1.6	3.4
CCCc1cc(C(=O)NCCc2ccccc2)no1	-1.0	.	2.6	-1.0	5.2	28.8	1.6	-1.8	-0.2	-5.5
CCOC(=O)CCCC(=O)N1CCOCCOCCN(C(=O)CCCC(=O)OCC)CCOCCOCC1	0.2	-7.9	1.8	0.1	-0.8	-1.8	-7.2	4.7	.	9.0
O=C(NCc1ccccc1)NC1(C(=O)N2CCOCC2)CCCCC1	.	-0.7	8.8	-1.5	-5.3	-3.2	7.2	-1.0	-1.9	-5.5
Cc1c(Cl)cccc1Nc1nc(N)nc(CSC(=S)N2CCOCC2)n1	-3.0	6.9	-3.7	-0.3	-2.2	-2.2	1.6	-0.6	-1.9	1.2
ClC1(Cl)CC1CSc1nc2ccccc2[nH]1 (stereo unspecified)	-3.2	65.5	0.7	-0.9	-3.3	8.5	6.6	1.8	-2.8	-3.7
CC(C)c1nc(N2CCN(C(=O)c3ccco3)CC2)c2c3c(sc2n1)CCCC3	-0.4	-7.5	0.4	1.2	-1.7	-15.2	16.9	-1.3	-0.9	1.3
O=C(NC1CCCC1)C(c1ccccc1)N(C(=O)c1ccno1)c1ccccc1 (stereo unspecified)	0.1	.	1.3	0.0	-3.2	.	-8.9	-1.3	.	5.5
O=C(NOCc1ccccc1)c1ccc(Cl)cc1	-0.9	19.9	4.0	-0.6	-4.7	28.3	4.8	-1.7	-3.1	1.9
CCc1ccc(C(=O)COC(=O)CNC(=O)CNC(=O)Cc2ccccc2)cc1	-1.5	.	4.7	0.3	-4.5	.	-2.4	-2.0	-1.7	0.4
CCOc1ncccc1C(=O)NCc1ccc(OC)cc1	-1.2	.	3.7	0.8	-1.2	.	-2.1	0.3	-3.9	2.6
Cc1ccccc1NC(=S)NC(NC(=O)c1ccccc1C)C(Cl)(Cl)Cl (stereo unspecified)	-2.3	11.0	-0.5	-2.2	-7.9	0.8	6.2	2.1	-0.3	1.6
Cc1ccc(Cl)cc1NC(=O)c1cnn2c1NC(c1ccco1)CC2C(F)(F)F (stereo unspecified)	-0.9	-6.9	-3.7	1.5	-6.7	.	10.1	-4.5	.	23.6
CCOC(=O)/C(C#N)=C/c1c(N2CCN(c3cccc(Cl)c3)CC2)nc2c(C)cccn2c1=O	0.3	-7.3	-2.3	0.8	-2.5	-2.6	-2.6	-2.7	-3.9	1.7
COc1ccccc1N1CCN(C/C(C)=C/c2ccccc2)CC1	-0.8	13.0	4.0	0.0	2.1	-4.1	-2.1	-1.1	-1.4	2.9
CCn1nc(C)c(Br)c1Nc1ccc(Br)cc1	-0.7	5.9	0.7	0.3	4.7	-1.1	-1.0	-1.0	.	7.5
O=C(COC(=O)CNC(=O)c1ccccc1F)NCC(F)(F)F	-1.8	9.7	-3.2	2.0	0.4	-0.7	-3.8	-2.8	-0.5	1.4
COCCN(C(=O)CSc1n[nH]c(-c2ccc(OC)cc2)n1)c1c(N)n(Cc2ccccc2)c(=O)[nH]c1=O	-1.2	1.8	-5.6	0.7	-11.4	0.2	-2.8	-1.1	-3.3	-0.8
Cc1nc(N)sc1C(=O)OCC(C)C	0.4	12.1	0.1	-1.2	0.1	4.4	-2.1	-2.2	9.3	-10.7
CN(Cc1ccccc1)C(=O)c1[nH]cnc1C(=O)NCc1ccccc1	-0.3	-0.3	16.0	0.7	-1.9	-1.9	-3.6	3.6	-5.9	2.7
CC(=O)NC1CC2CCCC(C1)N2S(=O)(=O)c1cccc(F)c1 (stereo unspecified)	-3.6	.	11.4	-1.8	-6.8	1.6	-1.4	-13.8	-0.9	-12.2
CC(C)c1ccc(NC(=O)c2cnn(-c3ccccc3)c2NC(=O)c2ccco2)cc1	-0.3	-5.9	-1.9	-0.7	-9.5	.	-12.1	0.0	-0.6	0.5
COc1cc(C(=O)Nc2ccc3nc(N4CCOCC4)sc3c2)cc(OC)c1OC	0.8	-3.3	-7.0	0.7	-11.1	-0.8	-1.4	3.7	.	3.6
CC[C@]12C(=O)N(C)C[C@H]([C@@H]3C(=O)N(C)C(=O)[C@@H]31)N2C(=O)c1ccc(C(C)(C)C)cc1	-0.2	-1.9	1.7	-0.3	-4.0	-2.8	2.9	-2.5	-2.7	-0.8
COc1ccc(-c2c(-c3cc(OC)cc(OC)c3)n(C)c3ccc(-c4ccc(OC)cc4F)cc23)cc1	1.4	-2.8	-15.7	2.2	0.1	-4.3	-0.1	0.5	-1.6	16.2
COc1ccccc1N1CCN(C(c2cccs2)C(C)NC(=O)c2cccnc2)CC1 (stereo unspecified)	0.0	.	7.3	0.7	1.9	-1.0	10.4	0.0	-1.5	-1.5
CS(=O)(=O)N1N=C(c2ccccc2)CC1c1cccs1 (stereo unspecified)	0.3	22.7	2.7	-1.6	-3.4	.	1.7	-0.2	-2.9	-2.1
COc1ccc(CC(=O)Nc2cc(S(=O)(=O)N3CCOCC3)ccc2N2CCOCC2)cc1OC	-0.4	4.0	-0.5	-0.8	5.9	1.8	13.8	2.0	-4.5	-2.8
CCN(CC)C(=O)CSc1nnc(-c2ccc(S(=O)(=O)N3CCOCC3)cc2)n1C	0.4	1.2	-0.5	1.0	-9.1	0.6	9.3	-3.0	-1.2	-5.4
CCOc1ccc(S(=O)(=O)N2CCCC(C(=O)NCc3ccccn3)C2)cc1 (stereo unspecified)	-1.8	-1.5	5.7	-0.6	-10.0	0.0	9.4	-2.7	-5.2	3.8
CN(C)c1ccc(/C=C/C(=O)c2ccc(C(C)(C)C)cc2)cc1[N+](=O)[O-]	-0.6	2.2	-0.8	-1.9	-3.2	-0.8	-15.4	-2.6	-1.1	-2.2
CCOc1ccccc1NC(=O)COC(=O)c1cnc(C)cn1	0.1	.	2.4	0.5	4.4	-2.8	2.1	0.0	-3.4	-0.1
O=S(=O)(CC=CCS(=O)(=O)c1ccccc1)c1ccccc1	-0.3	2.7	1.4	1.1	11.6	-1.0	5.8	-0.1	-5.0	-4.4
Cc1sc(=NC(=O)c2ccco2)n(C)c1-c1ccc(Cl)cc1	-3.0	?	9.3	2.3	-8.0	.	-7.8	-0.6	3.1	-17.1
CC(=O)CSc1nnc(C(F)(F)F)n1C	-1.2	.	0.2	-0.6	-2.5	-2.0	8.7	4.8	-5.5	2.9
COc1ccc(CCNC(=O)Cc2ccc([N+](=O)[O-])cc2)cc1OC	-0.8	.	3.5	-2.0	-9.7	-1.3	2.8	0.2	-1.4	0.9
CSc1nnc([C@@H]2CCCN2C(=O)OC(C)(C)C)o1	-1.6	-0.6	-2.1	0.1	-2.7	-1.1	3.9	0.0	-4.5	4.2
NC(=O)c1ccc(Cn2c(C(=O)c3cc(Cl)c(N)c(Cl)c3)c3ccccc3[n+]2[O-])cc1	-4.6	-27.9	3.0	-3.3	-3.6	-2.6	9.2	-1.9	-6.2	6.0
Cc1ccc(C(=O)N2CCCN(c3nc4cc5c(cc4cc3C#N)OCO5)CC2)cc1	-1.5	-21.2	6.7	0.0	-15.6	1.9	6.7	-1.4	.	-37.3
Cc1ccc(S(=O)(=O)NCC(c2ccco2)N2CCc3ccccc3C2)cc1 (stereo unspecified)	-1.0	7.2	-4.5	0.0	-13.7	0.9	15.5	-3.8	-3.3	0.8
